PLAP inhibition: inhibition of human placental alkaline phosphatase – biochemical, luminescence, HTS (AID 690). purified PLAP, luminescent substrate; higher % means a stronger effect. one-dose inhibition, % at 20 µM; IC50 in µM for titrated hits. 0.08% of 96,000 active; in the data active means a potency from the dose series; inactive means the rest, 99 in 100 with inhibition below about 30%; further: strong numbers were not always called active
NFkB transloc pot: enhances IL-1B driven NFkB nuclear translocation. HUVEC IL-1B NFkB p65 nuclear translocation imaging. activation, % at 2 µM. 0.3% of 94,000 active. AID 819;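 active means activation above 40%, about the mean plus 3 SD, also judged a hit on visual image review; inconclusive means activation above 40% but not a hit on visual review; inactive means activation not above 40% and no visual hit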;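 further: percent activation is computed from the nuclear over cytoplasmic p65 intensity ratio; values of inactives mirror those of a sister screen read the other way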
Bcl-B displacement: displacers of TR3 peptide from Bcl-B, primary screen, selectivity assay for Bfl-1 inhibitor project, biochemical, fluorescence polarization | FP displacement of FITC-TR3 peptide from Bcl-B; higher % means a stronger effect | displacement, % at 20 µM; hits with a dose series show IC50 in µM | 0.11% of 96,000 active;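 active means displacement above 50% at 20 µM plus a fluorescence interference ratio under 1.5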;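 further: plate controls were wells without compound for no effect and wells lacking Bcl-B protein for full effect; a part of the inactive calls stands beside numbers as strong as those of hits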
IL1B NFkB inh: blocks IL-1B driven NFkB nuclear translocation in HUVEC cells | inhibition, % at 2 µM | 0.43% of 94,000 active | HUVEC IL-1B NFkB p65 nuclear translocation imaging | AID 796;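 active means inhibition above about 30% together with a positive call from visual inspection of the well image, limit read from the data; inconclusive means inhibition above a set limit but visual check negative; inactive means inhibition not above a set limit, visual check negative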;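 further: nuclear over cytoplasmic p65 intensity ratio measured by imaging; 0% = IL-1B stimulated DMSO wells and 100% = unstimulated DMSO wells; values of inactives mirror those of a sister screen read the other way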
MRP resist rev: MRP-mediated drug resistance reversal. H69AR cells + 2 uM doxorubicin, CellTiter-Glo, 72 h. differential viability (reversal), % at 10 µM. 0.04% of 85,000 active;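 active means viability drop by adding the cancer drug above about 55%, with treated viability meeting a 40% cutoff, limit read from the data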;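 further: viability without doxorubicin minus viability with 2 µM doxorubicin for each compound; larger differential means the compound sensitizes cells more to doxorubicin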
MRP resist rev cytotoxicity: second read-out of MRP resist rev, no call of its own (marks repeat the call); viability, %; H69AR cells, CellTiter-Glo, 72 h; measured here: cytotoxicity without doxorubicin
MRP resist rev with doxorubicin: recorded beside MRP resist rev, whose call it bears; viability, %; measured here: viability with 2 uM doxorubicin; active compounds read low
IL1B NFkB inh cell count 2 µM: recorded beside IL1B NFkB inh, whose call it bears; cell count; measured here: cells passing quality filter;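 raw number of nuclei counted in each imaged well without normalization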
NFkB transloc pot cell count 2 µM: second read-out of NFkB transloc pot, no call of its own (marks repeat the call); cell count; measured here: cells passing quality filter
Numbers without * were called inactive; ? = inconclusive; · = no result given. This is a subset. The share of hits here may be higher or lower than overall.

SMILES	PLAP inhibition	NFkB transloc pot	NFkB transloc pot cell count 2 µM	Bcl-B displacement	IL1B NFkB inh	IL1B NFkB inh cell count 2 µM	MRP resist rev	MRP resist rev cytotoxicity	MRP resist rev with doxorubicin
O=C(CS(=O)(=O)c1cn(Cc2ccc(Cl)cc2)c2ccccc12)N1CCCC1	-58%	-9	142	-2%	9	142	-3	101	105
CCOC(=O)CNS(=O)(=O)c1ccc(S(=O)(=O)N2CCCC2)cc1	16%	2	163	-6%	-2	163	·	·	·
CCN(CC)C(=O)CSc1nnc(-c2cnccn2)n1-c1ccccc1	7%	-8	127	4%	8	127	5	91	86
CN(c1cccc(NC(=O)Nc2ccc(Cl)cc2)c1)S(C)(=O)=O	8%	3	110	1%	-2	110	·	·	·
COCCOC(=O)c1c(C)oc2ccc(NS(=O)(=O)c3ccccc3)cc12	-16%	2	121	1%	-2	121	14	97	83
CCOC(=O)c1cc(NC(=O)N(CC)CC)c(C)nc1C	-9%	17	211	-5%	-17	211	8	89	80
COCCNc1cc(C)c(C#N)c2nc3ccccc3n12	-26%	-20	100	0%	20	100	4	62	58
Cn1c(CCNC(=O)c2ccco2)nc2cc(NC(=O)NC3CCCCC3)ccc21	-50%	-1	103	-8%	1	103	-17	61	78
Cc1ccccc1Nc1nnc(SCC(=O)NCc2ccco2)s1	8%	2	58	36%	-2	58	2	84	81
Cc1cc(C)n(C(=O)c2c([N+](=O)[O-])c(C)nn2C)n1	·	17	168	·	-17	168	-5	82	87
Cc1ccc(C)c(NC(=O)c2ccc3ccccc3n2)c1	15%	4	128	-10%	-4	128	-25	51	76
COc1ccc(OC)c(C2N(c3cc(C)on3)C(=O)C3CCCN32)c1 (configuration not stated)	3%	28	67	-3%	-26	67	-18	79	97
Fc1cccc(Cn2ccc(-c3ccc4c(c3)OCO4)n2)c1	24%	·	·	0%	·	·	·	·	·
Cc1cc(NC(=O)C(C)C)ncc1NC(=O)c1cccc(F)c1	-5%	-88	19	-2%	?	·	0	98	98
COC(=O)N/N=C\C=C\c1ccc2c(c1)OCO2	·	-6	67	-13%	6	67	·	·	·
COc1ccccc1-c1nn2c(C3COc4ccccc4O3)nnc2s1 (configuration not stated)	-8%	-2	121	2%	2	121	2	92	89
CCOC(=O)NC(c1ccccc1)C1CCCCC1=O (configuration not stated)	-2%	-3	162	1%	3	162	-1	92	94
CCN(CC)c1nc(C)nc2c1cnn2CCc1ccccc1	-63%	-15	160	9%	15	160	·	·	·
COc1ccc2[nH]cc(C(O)CN3CCC(C(N)=O)CC3)c2c1 (configuration not stated)	1%	4	167	-2%	-4	167	·	·	·
CCOC(=O)c1oc2c(CN3CCN(C)CC3)c(O)ccc2c(=O)c1-c1ccccc1OC	-19%	13	36	-2%	-13	36	7	88	81
CCc1nc(C)cn1S(=O)(=O)c1cc(C)c(OC)c(C)c1C	-40%	19	193	8%	-19	193	6	89	83
Cc1ccc(-c2csc3nnc(SCC(=O)NCc4ccco4)n23)cc1	13%	-4	117	3%	4	117	-14	65	79
Cc1ccccc1C(=O)Nc1ccc(Cl)cn1	18%	-13	143	-4%	13	143	-4	99	103
O=C(O)c1cccc(NC(=S)NC(=O)C(c2ccccc2)c2ccccc2)c1	-21%	-1	146	-7%	1	146	·	·	·
CCn1c(SCC(=O)NCc2ccco2)nnc1-c1cccs1	-53%	36	129	13%	-36	129	4	84	80
COc1ccc(Nc2cc(=O)n(C3CCCCC3)c(=O)[nH]2)c(OC)c1	-2%	·	·	-6%	·	·	3	52	48
Cc1ccc(C2OCC3(CO)COC(c4ccc(C)cc4)N23)cc1 (configuration not stated)	-28%	14	88	-18%	-3	166	-7	74	81
CCOc1c(Cl)cc(C2NC(=O)NC(C)=C2C(=O)NCc2ccccc2)cc1OC (configuration not stated)	5%	18	180	1%	-18	180	5	91	85
Cc1ccc(C2CC(c3cccs3)=NN2C(=O)c2ccc(Br)o2)cc1 (configuration not stated)	-13%	9	157	15%	-9	157	12	111	99
C=CCn1c(CSCc2ccc(C)cc2)nnc1SCC(=O)NCc1ccccc1	-76%	-7	179	-3%	7	179	·	·	·
CCOC(=O)C1C(=O)C=C(c2ccc(C)cc2)CC1c1ccco1 (configuration not stated)	-10%	8	132	3%	-8	132	20	107	87
COc1ccc(C2CC(c3ccc(Cl)cc3Cl)Nc3nc(N)nn32)cc1OC (configuration not stated)	-48%	·	·	-4%	·	·	20	105	85
CC(O)(CS(=O)(=O)Cc1ccccc1Cl)C(=O)Nc1cccc(C(F)(F)F)c1 (configuration not stated)	-3%	7	156	10%	-7	156	·	·	·
Cc1ccc(NC(=O)CSc2nnc(CN3CCOCC3)n2-c2ccccc2)cc1	·	11	117	·	-11	117	5	98	93
Cc1ccc(C2CC2C(=O)NNC(=S)Nc2cccc(Cl)c2)cc1 (configuration not stated)	·	-6	33	·	6	33	-54	17	71
CC(=O)c1c(C)[nH]c(C(=O)CSc2nc3ccccc3c(=O)n2CCCN2CCOCC2)c1C	-68%	26	202	-37%	-26	202	7	66	59
CC(=O)Oc1ccc(C(C)=O)c2c1OCCO2	4%	11	161	-1%	-11	161	-6	90	97
COc1ccc(SCc2noc(C(=O)NC(C)C)c2C(=O)O)cc1	-3%	0	139	-5%	0	139	·	·	·
COc1cc(OC)cc(-c2nc(-c3cc4cc(C)ccc4nc3OC)no2)c1	-7%	3	113	-74%	-2	113	-6	82	88
Cc1cc(C)c2c(N=NN(C)C)[nH]nc2n1	-35%	-17	101	4%	18	101	·	·	·
C=CCNC(=O)c1ccc(-c2nc(-c3ccc(Cl)cc3Cl)cs2)cc1	30%	-14	114	2%	14	114	·	·	·
Cc1ccc(S(=O)(=O)NCC(=O)OCN2C(=O)c3ccccc3C2=O)cc1	17%	-7	66	-3%	7	66	0	102	102
CCn1c(=O)cc(OCC(=O)Nc2ccc(C)cn2)c2ccccc21	0%	-7	151	5%	8	151	11	97	86
CC(=O)Oc1cccc(N2C(=O)C3C4C=CC(C4=C(C)C)C3C2=O)c1 (configuration not stated)	-22%	-8	188	-8%	8	188	10	101	91
CCN(CC)S(=O)(=O)c1ccc(Oc2cccc(C(C)=O)c2)nc1	-14%	-5	129	7%	5	129	-2	76	77
COc1ccccc1C(=O)NC(CCSC)C(=O)NCC(c1ccco1)N(C)C (configuration not stated)	-59%	1	127	9%	-1	127	4	99	95
N#CCCn1cc(/C=N/NC(=O)c2ccncc2)c(-c2ccccc2)n1	-67%	7	96	-4%	-7	96	·	·	·
Cc1ccc2[nH]c(=O)c(CN(Cc3nnnn3Cc3ccccc3)C3CCCC3)cc2c1	-4%	17	149	-5%	-17	149	22	41	19
O=C(CCCn1c(SCC(=O)NCC2CCCO2)nc2ccccc2c1=O)NCc1ccccc1 (configuration not stated)	-31%	6	187	10%	-6	187	2	91	89
NC(=O)CSc1oc(-c2cccs2)nc1S(=O)(=O)c1ccccc1	2%	-4	32	0%	4	32	·	·	·
New compounds follow.
SMILES	PLAP inhibition	NFkB transloc pot	NFkB transloc pot cell count 2 µM	Bcl-B displacement	IL1B NFkB inh	IL1B NFkB inh cell count 2 µM	MRP resist rev	MRP resist rev cytotoxicity	MRP resist rev with doxorubicin
c1cn(CCCNC2=NCCCCC2)cn1	4%	22	175	2%	-22	175	-18	80	97
CCOC(=O)C(CO)(NC(C)=O)C(=O)OCC	-12%	0	113	-1%	0	113	3	100	97
Cc1ccc(S(=O)(=O)N2CCC(n3nnc4cc(C)ccc43)CC2)cc1	·	-11	67	·	11	67	1	88	87
c1ccc(CSc2nnc(NC3=NCCCCC3)s2)cc1	-43%	-12	114	-17%	12	114	-1	102	103
Cc1ccc(NC(=O)C(NS(=O)(=O)c2cccc3nsnc23)C(C)C)nc1 (configuration not stated)	2%	28	197	13%	-28	197	0	102	103
O=C(c1ccc(CN2CCOCC2)cc1)N1CCC(Cc2ccccc2)CC1	-67%	28	112	4%	-28	112	-13	94	107
CCCn1c(SCC(=O)Nc2nnc(C)s2)nnc1-c1ccoc1C	-21%	-2	114	-2%	2	114	4	89	86
O=C1CNC(=O)N1Cc1ccc(Br)cc1	-20%	-6	124	-9%	6	124	1	91	90
Cc1cc(NC(=O)CCCC(=O)O)nc(C)n1	6%	-19	110	8%	19	110	9	102	93
CC(C)NC(=O)NC(=O)COc1cccc2c1OC(C)(C)C2	-29%	-6	146	-2%	6	146	5	95	89

Among those listed so far, 2 contain bromine.
SMILES	PLAP inhibition	NFkB transloc pot	NFkB transloc pot cell count 2 µM	Bcl-B displacement	IL1B NFkB inh	IL1B NFkB inh cell count 2 µM	MRP resist rev	MRP resist rev cytotoxicity	MRP resist rev with doxorubicin
Cc1ccc(C2CC(c3cccs3)=NN2C(=O)c2ccc(Br)o2)cc1 (configuration not stated)	-13%	9	157	15%	-9	157	12	111	99
O=C1CNC(=O)N1Cc1ccc(Br)cc1	-20%	-6	124	-9%	6	124	1	91	90

Continuation.
SMILES	PLAP inhibition	NFkB transloc pot	NFkB transloc pot cell count 2 µM	Bcl-B displacement	IL1B NFkB inh	IL1B NFkB inh cell count 2 µM	MRP resist rev	MRP resist rev cytotoxicity	MRP resist rev with doxorubicin
Cc1nn(-c2ccccc2)c(N2CCCCC2)c1/C=N/O	-2%	-4	88	15%	4	88	·	·	·
COc1ccc(C2NC(=S)N(c3ccccc3)C(C)=C2C(=O)Nc2ccccc2)cc1 (configuration not stated)	-48%	22	62	-3%	-22	62	5	90	85
Cc1ccnc(NS(=O)(=O)c2ccc(NC(=O)Cc3cccs3)cc2)n1	-32%	6	180	16%	-6	180	-9	84	93
O=C(NCc1cccs1)c1csc2c1CCCCC2	-8%	29	138	-1%	-29	138	5	90	85
CN(C)c1nc(SCCOC(=O)Nc2ccccc2)nc(N(C)C)n1	-58%	-3	124	-5%	3	124	9	77	68
COc1ccc(C(=O)N2CCCC2)cc1	13%	12	176	3%	-12	176	3	104	101
CCCS(=O)(=O)c1c(S(=O)(=O)CCC)c2c(N)cccn2c1C(=O)c1ccc(Br)cc1	·	-2	120	·	2	120	4	89	85
Cc1ccc(OC(=O)c2ccccc2C(=O)OCC(F)(F)C(F)F)cc1	41%	·	·	1%	·	·	10	99	89
O=C(Nc1ccccc1Cl)NC1(C(=O)N2CCCC2)CCCCC1	·	18	110	·	-18	110	7	81	74
N=C1C(c2ccccc2)=C(O)CN1c1ccccc1N1CCOCC1	-12%	·	·	10%	·	·	15	100	85
CC(=O)Nc1cccc(Oc2cc(C#N)c(C#N)cc2N2CCCCCC2)c1	-66%	24	141	-24%	-24	141	4	32	28
COC(=O)c1ccc(C2CC(=O)Nc3cc(OC)c(OC)c(OC)c32)cc1 (configuration not stated)	-7%	13	139	6%	-13	139	16	93	77
CCc1nnc(NC(=O)C=C(C)C)s1	·	-7	157	·	7	157	4	90	86
O=C(NCc1ccc(F)cc1)c1cccc(S(=O)(=O)N2CCCC2)c1	19%	-8	111	-5%	8	111	5	98	93
Cc1cc(Br)ccc1NC(=O)C1CCCO1 (configuration not stated)	-7%	2	110	-3%	-2	110	5	101	96
O=C(c1cc(-c2ccccc2O)on1)N1CCc2ccccc2C1	-8%	22	60	-8%	-22	60	6	102	96
COc1cccc(C(=O)Cn2c(=O)n(CC3CCCO3)c(=O)c3ccccc32)c1 (configuration not stated)	-71%	-2	71	3%	2	71	0	75	74
O=S(=O)(N1CCCCC1)N1CCCN(S(=O)(=O)N2CCCCC2)CC1	-26%	7	122	8%	-7	122	11	101	90
CC(NC(=O)c1ccc(Cl)cc1)C(=O)N1CCCCC1 (configuration not stated)	-5%	-8	193	-7%	8	193	7	94	87

Compounds from the list above containing a COOH group (three):
SMILES	PLAP inhibition	NFkB transloc pot	NFkB transloc pot cell count 2 µM	Bcl-B displacement	IL1B NFkB inh	IL1B NFkB inh cell count 2 µM	MRP resist rev	MRP resist rev cytotoxicity	MRP resist rev with doxorubicin
O=C(O)c1cccc(NC(=S)NC(=O)C(c2ccccc2)c2ccccc2)c1	-21%	-1	146	-7%	1	146	·	·	·
COc1ccc(SCc2noc(C(=O)NC(C)C)c2C(=O)O)cc1	-3%	0	139	-5%	0	139	·	·	·
Cc1cc(NC(=O)CCCC(=O)O)nc(C)n1	6%	-19	110	8%	19	110	9	102	93

Compound activity: PubChem BioAssay, several laboratories
